CXXC DNA block = MLL CXXC-DNA interaction inhibition. Q03164. MLL-CXXC / FITC-HOXA9 DNA fluorescence polarization. Potency, µM (series often up to 115 µM), inactives show at the highest dose activity change, negative = inhibition, usual class: inhibitors. 290,000 compounds, 0.037% hits. AID 2662; active means well fitted inhibition curve with a large enough effect in the polarisation, with a control signal flat, not every such curve was filed as active; inconclusive means small, poorly fitted or top-dose-only effect, or effect the other way, or a change in a side signal; inactive means no such curve, though single readings can be large or run the other way; the % refers to the polarisation; further: potency means the concentration at half of the fitted maximal effect
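Steps: dispense CXXC domain solution (7 uM) → pin compounds or unlabeled HOX-A9 DNA control → 5 min ambient → add FLSN-HOX-A9 solution (50 nM) → spin → 30 min ambient → fluorescence polarization. Tris pH 7.5/NaCl/DTT/BSA buffer.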
GALK inh = galactokinase (human) inhibition | AID 1868 | P51570 | Potency, µM (top dose mostly 57.5 µM), for the others: at the highest dose activity change, negative = inhibition, usual class: inhibitors | Purified GALK, Kinase-Glo residual ATP luminescence | 270,000 compounds, 0.007% hits; further: potency means the concentration at half of the fitted maximal effect; on the % scale 0 is the no-effect control and ±100 the full control effect
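Kinase-Glo Plus luminescence measured ATP left after a 1 h room-temperature reaction. The reaction used 5 nM GALK, 100 uM galactose and 35 uM ATP at pH 8.0 (20 mM HEPES, 5 mM MgCl2, 60 mM NaCl, 1 mM DTT, 0.01% BSA).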
Giardia kill = kills Giardia lamblia. Giardia lamblia trophozoite viability. activity change, % at 7.66 µM, hits read low. 340,000 compounds, 0.15% hits. AID 540267; in the data active means activity change below about -80%; inconclusive means between about -30% and that limit;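 further: parasites exposed to compound for two days anaerobically before the ATP read; on the % scale 0 is the no-effect control and ±100 the full control effect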
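Anaerobic 48 hrs incubation at 37 deg C of 100 trophozoites/well with test compounds; ATPLite 1-Step luminescence, 15-30 min RT, reports cellular ATP as viability.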
B2AR arrestin = beta2AR (human) beta-arrestin recruitment activity | beta-arrestin recruitment to beta2AR, cell-based reporter | Potency, µM (titrated, usually from 46.1 µM), without a hit: top-dose activation, usual class: activators | 330,000 compounds, 0.02% hits | AID 492947;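 further: potency means the concentration at half of the fitted maximal effect; 0% = DMSO controls and full agonism = EC100 isoproterenol or metaproterenol; nearly all actives have a fitted effect of over 65% in size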
Coupling enz = coupling enzyme interference in Giardia aldolase counter-screen; AID 2472; 290,000 compounds, 0.67% hits; activity change, negative = inhibition, % at 58.2 µM, hits read low; coupling enzyme system counterscreen, AmpLite Red fluorescence; in the data active means activity change below about -30%; further: on the % scale 0 is the no-effect control and ±100 the full control effect
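Counterscreen lacking aldolase: glyceraldehyde-3-phosphate coupling-enzyme reagent preincubated 10 min at RT with compound (at 57.5 uM final), then substrate/coupling system with AmpLite Red added; fluorescence read at 525/598 nm after 20 min RT.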
KCNH2 3.1 inh = inhibitors of human KCNH2 3.1 potassium channel isoform; U2OS KCNH2 3.1, thallium flux FluxOr; active compounds read low; activity change, % (tested at about 1.8 µM); 340,000 compounds, 0.95% hits;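 active means maximum activity change below -70%; inconclusive means maximum activity change from -70% to -50%; inactive means maximum activity change above -50%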;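 further: thallium influx rate constant from kinetic fluorescence after stimulation buffer; on the % scale 0 is the no-effect control and ±100 the full control effect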
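U2OS cells transduced with KCNH2 3.1 mutant virus (1.77 x 10^8 /mL, 4 h), plated overnight at 37 C, loaded 45 min with FluxOr dye plus Red40 quencher. Thallium flux rate constant from kinetic reads after stimulation buffer, normalised to controls.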
KCNH2 WT inh = KCNH2 (human, wildtype) channel inhibition. U2OS, BacMam KCNH2, thallium flux FluxOr; active compounds read low. activity change, % at 1.84 µM. 340,000 compounds, 0.37% hits. Q12809;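 active means maximum activity change below -70%; inconclusive means maximum activity change between -70% and -50%; inactive means maximum activity change above -50%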; further: on the % scale 0 is the no-effect control and ±100 the full control effect
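U2OS cells were transduced with wild-type KCNH2 virus (2.03 x 10^8 / mL) for 4 h at room temperature, then cultured overnight at 37 C. Thallium flux was read with FluxOr dye. Rate constants were normalized to DMSO controls.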
USP2a inh = USP2a (human) protease inhibition; O75604; 330,000 compounds, 0.01% hits; Potency, µM (top dose mostly 38.3 µM), inactives show at the highest dose activity change, negative = inhibition, actives largely listed as inhibitors; USP2 core, Ub-CHOP2 coupled fluorogenic reporter, 485/531;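 further: potency means the concentration at half of the fitted maximal effect; plate controls were DMSO wells for no effect and full inhibition by NEM control for full effect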
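Cell-free coupled assay: 10nM USP2 core preincubated 30min RT with compound in Tris-HCl pH 8.0/CaCl2/CHAPS buffer, then 25nM Ub-CHOP2 and 25nM reporter substrate; fluorescence (Ex 485/Em 531) read after 60min RT, normalized to NEM inhibition, concentration-response curves fitted.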
Menin MLL FP TR = inhibitors of human menin-MLL interaction, mutant MLL peptide. O00255. Menin + Texas Red MLL mutant peptide, fluorescence polarization. Potency, µM (titrated, usually from 61.6 µM), for the others: at the top dose FP activity change, negative = inhibition, usual class: inhibitors. 270,000 compounds, 0.23% hits. AID 1768; active means well fitted inhibition curve with a large enough effect in the polarisation, with a control signal flat, not every such curve was filed as active; inconclusive means small, poorly fitted or top-dose-only effect, or effect the other way, or a change in a side signal; inactive means no such curve, though single readings can be large or run the other way; the % refers to the polarisation; further: potency means the concentration at half of the fitted maximal effect; % of control where 0% means no effect; many of its hits are not listed in these tables
TRPV1 ag = human TRPV1 agonism. activation, % at 8.33 µM. 320,000 compounds, 0.19% hits. TRPV1-expressing cells, Fluo-8 calcium influx, agonist mode. Q8NER1; in the data active means activation above about 80%; inconclusive means between about 30% and that limit; further: 0% is about no effect
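Fluo-8 calcium influx in TRPV1-expressing cells, kinetic read (ex 480/em 520 nm). Compound added and read 3 min for agonist activity, followed by capsaicin at EC20 final and 2 min further read for enhancement.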
PKM2 act = increases activity of human pyruvate kinase M2. P14618. purified PKM2, Kinase-Glo ATP luminescence, activation; response scale: 0% is enzyme alone, no compound. Potency, µM (highest dose often 57.5 µM), without a hit: at the highest dose activation, most hits filed as activators. 260,000 compounds, 0.34% hits; further: potency means the concentration at half of the fitted maximal effect; on the % scale 0 is the no-effect control and ±100 the full control effect; nearly all actives have a fitted effect of over 55% in size
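Purified hPK-M2 (>95% pure) converted ADP (0.1 mM final) to ATP with 0.5 mM PEP in 50 mM imidazole pH7.2, KCl, MgCl2, Tween 20, BSA; 1 h at room temperature. ATP detected by Kinase-Glo luminescence.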
* hit, by the source's call; ? = inconclusive; . = no result given; [ ] = remark or other dose. Unless noted, the call rests on the fitted dose curve; in most records, active means well fitted curve in the direction sought with a large enough effect; inconclusive means small, poorly fitted or top-dose-only effect, or another doubt; inactive means no such curve, though single readings can be large; an effect the other way counts as inactive or inconclusive. An excerpt. The share of hits here may be higher or lower than overall.

SMILES	CXXC DNA block	GALK inh	Giardia kill	B2AR arrestin	Coupling enz	KCNH2 3.1 inh	KCNH2 WT inh	USP2a inh	Menin MLL FP TR	TRPV1 ag	PKM2 act
CC1c2ccccc2SC(CCCN(C)C)c2ccccc21 (stereo not given)	-0.1%	.	9.7	-0.9%	-9.6	-14.9	-0.3	1.6%	-13.1%	8.7	-18.8%
COC(=O)c1ccc(CN2CCN(Cc3ccc(C(=O)OC)o3)CC2)o1	4.1%	6.0%	0.4	-0.7%	1.8	-8.0	0.0	-0.7%	-5.5%	-0.5	11.4%
CCCC(=O)Nc1nc2n(n1)C(c1ccccc1)CC(=O)N2 (stereo not given)	-4.4%	.	-12.5	-0.9%	0.1	1.7	-3.0	2.3%	-9.3%	-1.5	-0.3%
N#CCCN1CCN(S(=O)(=O)c2cc(Cl)ccc2Cl)CC1	5.8%	-6.8%	26.0	0.2%	2.2	8.0	22.9	2.9%	13.0%	0.7	5.1%
CCC1(CC)NC(=O)N(CC(=O)OCC(=O)Nc2ccccc2OC(F)F)C1=O	.	.	26.5	-0.2%	.	-1.3	-5.2	6.7%	.	-3.8	.
CCOC(=O)CSc1nc(-c2ccccc2)cc(C(F)(F)F)n1	2.5%	-3.6%	-0.6	-0.7%	-0.9	-1.6	3.9	2.6%	6.4%	14.4	2.1%
CC(c1ccon1)N(C)C(=O)CCc1nnc(CCCCc2ccccc2)o1 (stereo not given)	-9.3%	1.8%	10.1	-0.2%	0.8	-1.5	-4.3	2.6%	-4.8%	2.1	3.3%
Cc1ccc(C(C)C)c(OCCNCCc2ccccc2)c1	-1.3%	5.5%	-6.3	2.3%	-3.6	-3.6	12.3	-3.7%	-13.6%	5.4	0.2%
COc1cc2c(cc1NC(=O)Nc1ccc(F)cc1)oc1ccccc12	14.3%	.	-3.2	-1.8%	1.6	-2.8	-1.4	1.1%	?	12.6	-3.3%
COc1ccc(/C=N/NC(=O)c2ccccc2F)cc1CN1CCN(c2ccc(F)cc2)CC1	16.6%	0.4%	-13.2	0.4%	6.2	-104.9*	?	-0.3%	-1.8%	29.2	6.1%
CS(=O)(=O)c1ccc2nnn(OCC(=O)Nc3ccc(Br)cc3Br)c2c1	-0.7%	8.8%	-0.6	0.1%	3.9	-4.5	-9.6	-0.5%	27.4%	-4.3	7.1%
COc1ccc(/C=N/NC(=S)Nc2ccccc2)cc1COc1ccccc1F	-1.9%	1.1%	.	0.3%	7.9	.	.	-1.2%	?	-1.8	-11.0%
O=C(Cc1ccccc1)Nc1ccc2oc(=O)ccc2c1	-2.2%	0.5%	19.1	0.1%	-0.3	-7.1	1.0	1.5%	-0.5%	1.1	2.4%
CCN(C1CCCCC1)S(=O)(=O)c1ccc(C(=O)O)cc1	0.0%	-0.2%	7.8	0.4%	12.5	3.4	8.9	-0.6%	6.8%	-0.7	7.6%
COC(=O)c1ccc(N2CCN(C)CC2)c(NC(=O)COc2ccccc2Cl)c1	20.6%	-1.4%	9.3	0.9%	3.3	-0.3	22.8	0.3%	.	-3.7	.
CCOC(=O)CSc1nnc(-c2cccc(Cl)c2)n1CC	3.4%	14.0%	1.6	0.0%	2.2	-14.0	-17.2	-1.5%	-5.1%	-1.0	-9.0%
COCc1[nH]nc2c1C(c1ccc(F)cc1F)C(C#N)=C(N)O2 (stereo not given)	-1.0%	6.1%	0.2	0.2%	2.5	-6.3	14.8	3.5%	-5.0%	-6.4	-0.6%
COc1ccc(OC)c(NC(=O)C(C)N2c3cccc4cccc(c34)S2(=O)=O)c1 (stereo not given)	4.2%	4.9%	-7.9	-0.6%	-1.9	17.6	-3.4	0.6%	23.1%	-0.6	.
O=[N+]([O-])c1ccc(/C([O-])=C(/C(=S)NCc2ccco2)[n+]2ccccc2)cc1	30.4%	-0.2%	-7.6	-0.3%	-25.4	5.3	13.8	3.6%	?	2.1	-2.5%
O=C(Oc1ccc(/C=N/O)cc1)c1ccccc1Cl	-3.3%	10.0%	-19.8	-0.2%	1.3	-2.9	.	1.0%	-6.5%	3.4	-24.8%
Nc1nonc1-c1nc2ccccc2n1CC(=O)Nc1ccccc1	6.6%	0.0%	25.6	-0.3%	1.1	-25.4	-10.4	3.1%	.	0.3	0.8%
Cc1nnsc1-c1c(C(=O)N2CCOCC2)c(C)nn1-c1ccccc1	-7.1%	0.0%	-6.1	0.2%	3.2	-2.8	3.9	0.1%	.	-3.3	1.3%
Cc1cccc(NC(=S)N(CCN2CCOCC2)Cc2ccccc2F)c1	19.2%	7.9%	0.2	-0.1%	-4.2	-21.3	-0.2	-0.2%	-1.3%	-6.1	-18.7%
COC(=O)c1ccc(CSc2nnc(N)s2)cc1	-3.1%	3.4%	-0.6	0.1%	3.5	3.5	3.9	0.4%	2.7%	12.9	9.1%
Cc1cc(=O)[nH]c2nnc(-c3ccc(Cl)cc3)n12	-11.2%	2.5%	?	-0.5%	-12.3	-14.4	4.9	-0.6%	6.5%	-3.9	.
O=C(CSc1nc(-c2ccco2)cc(C(F)(F)F)n1)NCCN1CCOCC1	-6.8%	13.2%	7.8	-0.5%	0.6	.	15.9	-0.7%	-9.9%	0.1	-4.0%
CCc1nnc(NC(=O)CCC(=O)N2CCN(CCc3ccccc3)CC2)s1	-6.5%	1.1%	7.6	-0.2%	8.3	-9.1	-6.9	-2.0%	-20.0%	-1.7	-0.4%
Cc1ccc(NC2=CC(=O)CC(c3ccco3)C2)c(N)c1 (stereo not given)	3.9%	1.7%	-13.4	-0.5%	0.0	-0.6	-1.5	2.3%	7.3%	?	1.5%
N#CCCNC(=O)CCN1CCOCC1	-8.6%	1.9%	7.4	-0.6%	1.6	5.9	2.4	1.5%	-6.1%	-1.6	-13.5%
CC(=O)N1c2ccc(S(=O)(=O)N3CCCC3)cc2CC1C(=O)NCc1ccccc1F (stereo not given)	18.3%	-4.8%	4.4	-0.1%	.	1.7	-0.7	2.3%	.	-3.4	.
Cc1ccc(-n2c(-c3ccc(Br)cc3)c[n+]3c2CCc2ccc4cccnc4c2-3)cc1	?	-5.8%	4.1	3.3%	.	?	-0.5	3.4%	?	1.2	4.2%
Cc1ccc(-c2csc(-c3ccncc3)n2)cc1	0.5%	-1.7%	-14.0	0.5%	1.1	18.8	-13.1	4.6%	10.5%	21.0	6.3%
Cc1ccc(-c2nnc(C)c(N3CCCC3)n2)cc1	4.3%	10.2%	3.4	0.3%	6.7	4.6	-2.3	1.2%	-4.7%	13.0	-2.7%
CCOC(=O)C(NC(=O)CC)(Nc1ccccc1OC)C(F)(F)F (stereo not given)	-0.2%	0.3%	-0.6	-0.4%	-0.2	.	4.1	0.3%	-0.8%	-6.0	0.0%
COC(=O)c1cccc(COC(=O)c2cc3ccccc3oc2=O)c1	-3.0%	6.8%	12.0	0.2%	3.8	2.2	-7.0	-1.4%	-11.4%	2.4	0.1%
O=C(C[C@H]1C/C=C\CC[C@H](Cc2ccc(F)cc2)C(=O)O[C@@H](c2ccccc2)CNC1=O)N[C@H](CO)Cc1ccccc1	.	.	1.5	-0.1%	.	-12.5	-9.5	1.5%	.	.	.
Cc1ccc(S(=O)(=O)N2CCOCC2)cc1C(=O)OCC(=O)N1CCCCC1	.	.	-11.9	-2.4%	.	-4.0	14.6	5.1%	.	.	.
COc1cc(C(=O)NCc2nnc(SCC(=O)c3ccccc3)o2)cc(OC)c1OC	9.9%	-7.0%	19.9	-0.9%	.	-7.5	0.5	4.9%	.	1.5	.
Cc1ccc(C(=O)Nc2ccncc2)c(Cl)c1	-4.0%	-3.2%	2.8	-0.3%	0.4	-5.5	-6.3	2.0%	10.3%	?	-0.1%
[O-]/[N+](=C\c1ccco1)c1ccc(Cl)cc1	-1.3%	0.6%	-2.1	0.5%	2.8	6.1	0.4	0.5%	13.7%	1.0	3.5%[0.46 µM]
O=c1cc(CO)oc2ccccc12	.	.	0.9	-1.3%	.	7.9	-0.6	2.2%	.	.	.
CCn1cc(C(=O)NC2CCCc3c2cnn3-c2cccc(C)c2C)cn1 (stereo not given)	-5.0%	-3.7%	.	0.1%	.	.	.	-0.1%	.	15.1	-0.2%
CCc1ccc(S(=O)(=O)N2CCN(Cc3ccco3)CC2)cc1	6.9%	1.7%	3.5	-0.2%	0.3	1.1	-1.7	-1.2%	-25.7%	25.0	-2.5%
COc1cc(-c2cc3nc(C)c(C)c(=O)n3[nH]2)cc(OC)c1OC	?	5.3%	-11.9	0.5%	0.3	7.9	-2.6	2.3%	-9.9%	-1.1	-0.4%
